Compound activity (PubChem BioAssay)
CSN inh – blocks human CSN-mediated cullin deneddylation. Purified CSN, SCF-Nedd8-OG deneddylation, fluorescence polarization. 360,000 compounds, 0.38% hits. Q92905. inhibition, % at 12.5 µM;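 active = pattern-corrected inhibition above about 35%, with an unprinted fluorescence ratio check between 0.5 and 1.5, limit read from the data, passing the limit was not always enough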;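 note: 0% = enzyme with substrate and 100% = substrate without enzyme; some results filed as inactive read as strong as hits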
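Assay system: purified human Csn5 enzyme expressed in HEK293T cells; measure: % inhibition; also added: SCFSkp2-Nedd8OG substrate at 10 nM final; technique: fluorescence polarization; times: reaction 90 min, room temperature; medium: Tris buffer pH 7.5, NaCl, DTT, Tween-20, trehalose, ovalbumin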
NadD block – blocks S. aureus nicotinate mononucleotide adenylyltransferase; inhibition, % at 20 µM; purified NadD enzyme, colorimetric absorbance read-out; AID 602399; 360,000 compounds, 0.78% hits; in the data active = inhibition above about 26%; note: some compounds past the cut are filed as inactive
MLLE-PAM2 inh – inhibitors of microRNA-mediated deadenylation, human PABP1 MLLE binding; 360,000 compounds, 0.36% hits; AID 588489; GST-MLLE / FITC-PAM2 fluorescence polarization; P11940; inhibition, % at 20 µM; in the data active = inhibition above about 35%, passing the limit was not always enough;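 note: plate controls were DMSO wells with GST-MLLE for no effect and wells lacking GST-MLLE protein for full effect; some results filed as inactive read as strong as hits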
LMPTP block – LMPTP (human) inhibition; P24666; recombinant LMPTP-A, OMFP fluorogenic substrate, fluorescence intensity; inhibition, % at 20 µM; 360,000 compounds, 0.22% hits;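 active = compounds that cut the enzyme signal by at least half of the control window in the single-dose screen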;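 note: plate controls were DMSO wells with enzyme plus substrate for no effect and substrate without enzyme for full effect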
Target sequence (P24666 whole entry, looked up): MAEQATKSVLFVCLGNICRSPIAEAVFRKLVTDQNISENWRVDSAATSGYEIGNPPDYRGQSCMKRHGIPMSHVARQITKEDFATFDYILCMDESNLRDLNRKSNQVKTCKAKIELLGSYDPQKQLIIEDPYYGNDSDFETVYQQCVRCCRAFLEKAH
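Test system: LMPTP-A, protein tyrosine phosphatase of low molecular weight; Input: 0.625 nM enzyme; Incubation: 50 min dark incubation at room temperature; Signal: endpoint fluorescence intensity from OMFP dephosphorylation; Read-out basis: % inhibition versus control wells.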
STEP block – inhibitors of human striatal-enriched phosphatase STEP; inhibition, % at 20 µM; recombinant STEP, OMFP fluorogenic substrate, fluorescence; 360,000 compounds, 0.25% hits; P54829;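 active = inhibition at 20 µM, scaled per plate between control wells, above about 37%, limit read from the data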;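 note: 0% = DMSO with enzyme and substrate and 100% = substrate only without enzyme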
Target sequence (P54829 whole entry, looked up): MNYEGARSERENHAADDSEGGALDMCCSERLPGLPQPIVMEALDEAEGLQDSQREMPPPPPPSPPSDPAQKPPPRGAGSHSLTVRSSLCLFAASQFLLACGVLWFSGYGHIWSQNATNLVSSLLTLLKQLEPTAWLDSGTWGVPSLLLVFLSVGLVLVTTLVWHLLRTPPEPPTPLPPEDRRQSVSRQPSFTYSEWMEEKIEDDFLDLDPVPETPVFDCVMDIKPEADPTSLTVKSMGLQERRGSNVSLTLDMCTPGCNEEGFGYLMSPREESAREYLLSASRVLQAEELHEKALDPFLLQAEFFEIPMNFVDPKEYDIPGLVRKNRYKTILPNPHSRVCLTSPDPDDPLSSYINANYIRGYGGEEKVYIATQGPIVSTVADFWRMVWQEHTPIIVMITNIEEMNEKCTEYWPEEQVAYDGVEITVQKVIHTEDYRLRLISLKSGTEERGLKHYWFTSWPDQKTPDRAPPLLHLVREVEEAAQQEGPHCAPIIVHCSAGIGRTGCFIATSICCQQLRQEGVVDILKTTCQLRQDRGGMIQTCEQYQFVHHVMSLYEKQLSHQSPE
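Measure: Control-normalized % inhibition with plate pattern correction | Test system: STEP phosphatase, cell-free reaction | Medium: pH 6.0 Bis-Tris with DTT and Tween 20 | Technique: Fluorescence, 480/540 nm | Times: Reaction 20 min, ambient temperature | Doses: Single compound dose of 20 µM, 1% DMSO final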
Rpn11 inh – blocks the human proteasome subunit Rpn11; human 26S proteasome, Ub4-pepOG fluorescence polarization; 20S core pre-blocked with epoxomicin; calls only at 20 µM; 360,000 compounds, 0.59% hits;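 active = inhibition at 20 µM, scaled to each plate's controls, above about 33%, limit read from the data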
Scp1 inh – Scp-1 (human) phosphatase inhibition | inhibition, % at 20 µM | AID 493091 | Q9GZU7 | 340,000 compounds, 0.88% hits | Recombinant Scp1, phosphopeptide, malachite green phosphate absorbance;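 active = inhibition above about 50% at 20 µM, limit read from the data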;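 note: plate controls were DMSO wells with enzyme for no effect and wells lacking enzyme for full effect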
Target sequence (Q9GZU7 76-261 limits assumed): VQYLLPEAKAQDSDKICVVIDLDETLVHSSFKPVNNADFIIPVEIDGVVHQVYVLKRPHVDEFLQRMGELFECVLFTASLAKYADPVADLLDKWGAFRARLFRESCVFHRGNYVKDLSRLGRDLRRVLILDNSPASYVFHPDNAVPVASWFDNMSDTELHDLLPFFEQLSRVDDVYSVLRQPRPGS
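assay system = SCP-1 phosphatase catalytic domain, residues 76-261 | buffer or medium = 50 mM Tris acetate pH 5.5, 0.005% Tween-20, 10 mM MgCl2 | incubation = enzyme reaction 45 min at room temperature, colour 5 min, stabilisation 30 min | signal = Phosphate-binding colour reagent, absorbance read at 630 nm | measure = % inhibition at 20 µM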
TbMetRS inhib – Trypanosoma brucei MetRS inhibition; purified T. brucei MetRS, ATP depletion, Kinase-Glo luminescence; 360,000 compounds, 0.4% hits; inhibition, % at 11.9 µM;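 active = inhibition above a per-plate cutoff of the control wells' mean inhibition plus 3 SD, cut at about 5.5% in these data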;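 note: 0% = DMSO wells median and 100% = median of wells with control inhibitor compound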
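Material – parasite MetRS enzyme · Medium – HEPES-MgCl2-KCl buffer plus DTT, spermine, BSA, pyrophosphatase · Reagent – ATP, methionine and E. coli bulk tRNA substrates · Times – 15 min enzyme-compound preincubation, 2 h reaction, 10 min detection, 25 °C · Measured by – luminescence of leftover ATP · Evaluation – percent inhibition relative to median high and low control wells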
DNMT1 inh – inhibitors of human DNMT1. DNMT1 molecular beacon, Hinp1I cleavage, fluorescence. inhibition (reported as % activation of signal), % at 10 µM. 360,000 compounds, 0.83% hits; in the data active = inhibition above about 50%
SUMO1-SIM PPI – modulators of human SUMO1-mediated protein-protein interactions; inhibition, % at 20 µM; SUMO1 binding to a labelled peptide, TR-FRET, 1 h; 360,000 compounds, 0.33% hits; AID 602429; in the data active = inhibition above about 37%
Target sequence (P63165 whole entry, looked up): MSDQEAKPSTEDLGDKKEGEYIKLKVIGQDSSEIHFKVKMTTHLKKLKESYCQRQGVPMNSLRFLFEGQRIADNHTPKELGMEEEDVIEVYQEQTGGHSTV
* marks the source's active call; other numbers are inactive results; i = inactive; . = not tested or not shown.

Order of values – CSN inh, NadD block, MLLE-PAM2 inh, LMPTP block, STEP block, Rpn11 inh, Scp1 inh, TbMetRS inhib, DNMT1 inh, SUMO1-SIM PPI
CCOC(=O)c1c(CC(C)C)csc1NC(=O)c1ccccc1C(=O)O
    -1, 3, -5, -0.1, 2, i, -14, -0.1, 0, 13
COc1ccc(C2c3c(ccc4ccccc34)Oc3ncn4nc(-c5ccco5)nc4c32)cc1 (stereo not drawn)
    0, 18, -10, 2.6, 0, i, -8, -0.1, 1, -1
CCOP(=O)(OCC)C(Nc1ccccc1)c1cccnc1 (stereo not drawn)
    -4, -5, 0, -1.6, -4, i, -4, 0.0, -1, 5
CC(=O)c1cnc2nc(C(F)(F)F)nn2c1C
    0, 2, 8, -1.6, -2, i, -6, -0.6, 4, -2
COCCNC(=O)CN1C(=O)CSc2ncccc21
    -1, -4, 7, -1.3, -3, i, -3, 0.0, 4, 6
COc1ccc(NC(=O)CCCSc2ccccc2)cc1S(N)(=O)=O
    7, -5, -25, 0.1, 2, i, -9, 0.1, -1, 6
Nn1c(SCc2cn3ccccc3n2)nnc1-c1ccncc1
    3, 2, -6, 0.4, -2, i, 2, -1.1, 0, 1
COC(=O)C(CCSC)NC(=O)CNS(=O)(=O)c1ccc(Cl)cc1 (stereo not drawn)
    0, 6, -13, -1.9, -1, i, -4, 0.0, 3, 1
O=C(CCCCCNC(=O)c1ccccc1Br)N=Nc1c(O)[nH]c2ccccc12
    -4, -6, -4, 5.2, 34, i, 20, -0.9, 4, -11
CC(C)Oc1ccc(C(=O)O)cc1
    -2, -2, -5, -2.2, 0, i, -7, -0.7, 3, 3
CN1CCN(c2ccc(NC(=S)NC(=O)c3cccc4c(Cl)cccc34)cc2)CC1
    5, 7, 25, -2.9, 9, i, -1, -0.5, 1, -20
O=C(NCc1ccco1)c1cc2ccccc2o1
    -4, 10, 6, -0.4, 0, i, -15, 0.4, 1, -1
CCOc1ccc(NC(=S)NCc2ccco2)cc1
    -2, 1, -42, 0.5, 3, i, -9, -0.6, 1, 1
O=S(=O)(N/N=C/c1ccc(N2CCOCC2)cc1)c1ccc(Br)cc1
    -1, -2, -60, -0.9, -1, i, -6, 0.3, 0, -12
CCOC(=O)N1CCN(S(=O)(=O)c2ccc(C(=O)Nc3nnc(C)o3)cc2)CC1
    2, 6, 16, 0.6, 2, i, -14, -1.0, 6, -2
CCc1nc2sccc2c(=O)[nH]1
    -1, -1, -12, 0.5, -2, i, 4, -0.1, -3, 2
CS(=O)(=O)N1CCSC1c1ccc(Br)cc1 (stereo not drawn)
    0, -6, -5, 0.1, -5, i, -4, 0.0, 1, 3
COC(=O)c1ccc(CSc2ccc3nnc(-c4ccc(OC)c(OC)c4)n3n2)o1
    0, -3, 16, 2.5, 6, i, 3, 0.4, 0, -16
O=C(c1ccc(F)cc1)c1ccc(OCC(=O)N2CCOCC2)cc1
    -1, -4, 1, -0.5, -4, i, -2, 0.1, 3, 4
CCCn1nnnc1NCc1cccc(OC)c1
    -1, -1, -1, -0.3, -5, i, -8, -0.1, 4, 6
Cc1cccc(N2CCN(C(=O)c3nn(C)c4c3CS(=O)(=O)c3ccccc3-4)CC2)c1C
    0, 1, -2, 1.4, 1, i, 0, -0.6, -1, 6
CC(C)(C)NC(=O)CN(C(=O)CCC(=O)Nc1nccs1)c1ccccc1F
    -4, -3, 7, -0.4, 1, i, ., -0.2, 1, 0
c1ccc(NC2=NCCN2CCC2CCCCC2)cc1
    -3, 0, -1, -1.7, -1, i, -3, -0.1, 5, 2
CC(/C=N/NC(=O)c1ccncc1)=C\c1ccc(C(C)C)cc1
    0, 0, -7, 0.2, 4, i, -8, -0.5, -1, -9
O=C(NCCCN1CCOCC1)c1cc(-c2ccc(F)cc2)nc2ccccc12
    -1, -4, 11, -1.2, 2, i, -1, 0.1, -4, -13
COc1cccc(CNS(=O)(=O)c2cc(CN3C(=O)c4cccnc4C3=O)ccc2OC)c1
    -1, -1, -10, -0.9, -1, i, 3, -0.7, -2, -30
Cc1cc(C)n2nc(C(=O)NCc3ccco3)nc2n1
    -2, 4, -7, -1.5, -3, i, -12, -1.2, -1, 1
O=C(NCc1ccccc1Cl)c1cc(C(=O)C2CC2)c[nH]1
    3, -3, 1, -0.2, 0, i, 0, -0.1, 0, 5
O=C(NCC1CCCO1)C1CCCN(S(=O)(=O)c2cccc3nsnc23)C1 (stereo not drawn)
    -6, -3, 7, -1.1, 2, i, 3, 0.0, 4, -22
COc1ccc(/C=C/S(=O)(=O)NCc2ccccc2)cc1OC
    -3, -2, -6, 3.7, -1, i, 8, -0.9, 1, -4

Random excerpt: two records from the list
Order of values – CSN inh, NadD block, MLLE-PAM2 inh, LMPTP block, STEP block, Rpn11 inh, Scp1 inh, TbMetRS inhib, DNMT1 inh, SUMO1-SIM PPI
CC(C)Oc1ccc(C(=O)O)cc1
    -2, -2, -5, -2.2, 0, i, -7, -0.7, 3, 3
COC(=O)c1ccc(CSc2ccc3nnc(-c4ccc(OC)c(OC)c4)n3n2)o1
    0, -3, 16, 2.5, 6, i, 3, 0.4, 0, -16

Following part.
Order of values – CSN inh, NadD block, MLLE-PAM2 inh, LMPTP block, STEP block, Rpn11 inh, Scp1 inh, TbMetRS inhib, DNMT1 inh, SUMO1-SIM PPI
CS(=O)(=O)N1CCCC(C(=O)Nc2ccc3c(c2)OCCO3)C1 (stereo not drawn)
    -3, 3, -1, 0.1, 6, i, -6, -0.9, 4, 0
CC(C)(C)c1cc(CCC(=O)N2CCNCC2)c(C(C)(C)C)cc1O
    0, -2, -12, -1.0, -3, i, -3, -0.4, -4, -4
O=C(NCc1ccc(Cl)cc1)N1CCN(C(=O)c2ccccc2)CC1
    2, 3, 18, -0.2, 3, i, ., -0.1, 1, -4
O=C(NC(=S)N1CCOCC1)c1ccc([N+](=O)[O-])cc1
    1, 1, -23, -1.9, -1, i, 7, -1.3, 1, -12
Cc1ccc(C)c(OC(=O)CN2C(=O)c3ccccc3C2=O)c1
    -2, -3, 11, 0.9, 0, i, 2, -0.2, 7, -12
Cc1ccccc1N1CCN(Cc2ccc([N+](=O)[O-])o2)CC1
    -1, -1, -2, -0.5, 1, i, -2, -0.1, -8, -15
C=CCC(=O)NC1CC(C)(C)Cc2c1cnn2-c1ccc(C)cc1 (stereo not drawn)
    -5, -3, -8, -2.3, -2, i, -4, -0.4, -1, 8
Cc1ccc(-c2cc(C(=O)N3CCCC3)c3ccccc3n2)s1
    2, 7, -17, 1.7, 0, i, -8, 0.0, -3, -21
Cc1sc2ncnc(NCCN3CCOCC3)c2c1C
    3, -2, -4, -0.8, -2, i, -7, -0.2, -1, 6
O=C1C=C(NCc2ccccc2)C2(CCCCC2)O1
    2, -5, -6, -1.5, -3, i, -8, 0.1, 3, 1
Cn1c(=O)[nH]c(=O)c2c1nc(Br)n2Cc1ccc(Cl)cc1
    5, -4, -9, -1.2, 2, i, ., 0.0, 2, 4
Cc1ccnc(NC(=O)Cn2ccc([N+](=O)[O-])n2)c1
    2, 1, -4, -1.6, -2, i, -2, 1.2, -1, -2
Cc1cccc2cc(/C=N/Nc3ccc(C(=O)O)cc3)c(Cl)nc12
    4, 7, -29, -0.6, 0, i, -13, 0.6, 2, 7
CCN(CC(=O)Nc1ccc(NC(C)=O)cc1)C(=O)C1CC(=O)N(CCc2ccc(OC)c(OC)c2)C1 (stereo not drawn)
    0, 5, -4, -10.0, -2, i, -7, -0.3, -7, -94
CC(Nc1nc(-c2cccnc2)nc2ccccc12)c1ccccc1 (stereo not drawn)
    -2, -1, 3, 21, 3, i, ., 0.0, -2, 7
O=C1Nc2ccccc2C(O)(C(=O)N2CCCCC2)N1c1ccccc1 (stereo not drawn)
    -1, 1, 0, -0.3, 2, i, -11, 0.7, 2, 0
Cc1ccc(CN2CCN(/N=C\c3cccc([N+](=O)[O-])c3)CC2)cc1
    -6, 0, 16, 1.8, 3, i, -3, -1.3, 2, -14
CCCCCCn1cc(CN2CC(N3CCCCC3)CS2(=O)=O)nn1 (stereo not drawn)
    -3, 0, ., 0.1, ., ., ., -1.9, ., 1
O=C(CCc1ccc(S(=O)(=O)N2CCOCC2)cc1)Nc1ccc(F)c(F)c1F
    -2, -3, 10, -1.2, 2, i, -5, 0.3, 4, 4
Cc1ccc(/C=N/Nc2cc(C)nc(N3CCOCC3)n2)cc1
    3, -11, 4, 2.0, 3, i, -9, -0.7, -1, -5
Cc1ccc(C(O)c2cccnc2)o1 (stereo not drawn)
    4, -3, 19, -1.2, 1, i, -3, -0.2, 1, -4
CC(NC(=O)CCOc1ccccc1)c1ccccc1 (stereo not drawn)
    -3, -3, 4, 0.0, -2, i, -12, -1.6, -1, 7
C[C@@H]1CCCCO[C@H](CN(C)C(=O)Nc2ccc3c(c2)OCO3)[C@@H](C)CN([C@H](C)CO)C(=O)c2cc(NS(=O)(=O)c3ccc(F)cc3)ccc2O1
    2, 9, -33, -0.6, 0, i, ., -1.4, 1, -2
CC(C)C(=O)Nc1ncc(Cc2ccccc2Cl)s1
    -3, -9, 8, -0.1, -1, i, -5, 0.3, 1, 4
COc1ccc(-c2c(=O)n(OC)c3ccccc3[n+]2[O-])cc1OC
    0, -6, -1, 1.1, 1, i, -7, -0.8, -2, -29
COc1ccc(/C=C/c2c([N+](=O)[O-])c(=O)n(C)c(=O)n2C)c(OC)c1
    2, -4, 4, -1.4, 3, i, 4, -1.5, 3, -7
CCCC(C)NC(=O)CN(c1ccc2c(c1)OCCO2)S(=O)(=O)c1ccccc1 (stereo not drawn)
    -2, 3, -2, -1.5, 1, i, -8, 0.3, 0, -4
Cc1ccc(-c2ccc(CN3C(C)C(=O)N(Cc4cn(Cc5ccco5)nn4)CCS3(=O)=O)cc2)cc1 (stereo not drawn)
    1, 4, -22, 2.2, 3, i, ., 0.0, -11, 6
CCOc1cc2ccccc2cc1C(=O)Nc1ccccn1
    4, -5, -11, 2.7, 2, i, 3, 1.2, 6, 5
CCn1c(SCc2ccc(C)cc2)nnc1-c1nn(-c2ccccc2)ccc1=O
    5, 8, -1, -0.2, 4, i, 4, -1.4, -1, 3
CCOC(=O)C1=C(c2ccccc2)Nc2ncnn2C1c1cc(OC)ccc1OC (stereo not drawn)
    -5, -2, -5, -1.4, -2, i, 0, -0.2, 2, -1
COCC(=O)Nc1ccc2c(c1)[C@@H]1C[C@H](CC(=O)OC)O[C@H](CO)[C@@H]1O2
    2, -3, 8, -1.0, 0, i, ., -0.1, 10, 2
